TAG inh: inhibitors of triacylglycerol accumulation, primary screen, cell-based, uHTS, fluorescence, H9c2; actives 0.66% (n = 230,000); inhibition, % at 12.5 µM; H9c2 cells, Nile Red lipid (TAG) fluorescence; cells loaded with 200 µM oleic acid; AID 651582, 2012;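 active = pattern-corrected inhibition of lipid staining of at least 50% with the nuclear-stain viability signal not falling by more than 50%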;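 also: 0% = DMSO wells and 100% = triacsin C control wells; some results filed as inactive read as strong as hits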
TAG inh DAPI viability: further read-out of TAG inh, marked with its call; DAPI nuclei signal change (viability), lower = more cytotoxic, %;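 whole-well DAPI fluorescence read on a plate reader as a viability signal; minus 50 percent equals half of cells still viable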
Starred values were filed as active, the others as inactive. Some of the compounds tested; rates above refer to the full screens.

SMILES,TAG inh,TAG inh DAPI viability
Cc1cc(N2CCCC2=O)cc(C)c1S(=O)(=O)Nc1c(C)nn(C)c1C,-16,-6
COc1cccc(C(=O)N(C)c2nnc(-c3ccncc3)s2)c1,-14,4
CCOC(=O)N1CCN(C(=O)c2oc3ccc(S(=O)(=O)N4CCCCCC4)cc3c2C)CC1,-14,3
COC(=O)c1sccc1NC(=O)CC1C(=O)NCCN1C(=O)c1ccc(C)c(C)c1 (stereo not given),6,-3
Cc1ccc2c(c1)N(C(=O)CCC(=O)NCCCN1CCN(C)CC1)CC(C)O2 (stereo not given),-8,-1
O=C(CN1CCCC1)Nc1ccc([N+](=O)[O-])cc1Cl,-15,-5
CC1C(C#N)=C(N)OC2=C1C(=O)CC(C)(C)C2 (stereo not given),-5,-3
Nc1nc(Nc2ccccc2)nc(NCc2ccccc2)c1[N+](=O)[O-],4,0
COc1ccc(C(=O)NCc2nnc(SCC(=O)Nc3cc(C)on3)o2)cc1OC,-5,7
CCOC(=O)c1cc(-c2ccc(OC(F)F)cc2)nc2nc(SC)[nH]c(=O)c12,14,25
Cc1cccc(C2c3[nH]c4ccccc4c3CCN2C(=O)c2noc3c2CCCC3)n1 (stereo not given),-13,-6
OC(c1ccccc1)(c1nc(-c2cccc(F)c2)cs1)C(F)(F)F (stereo not given),-10,6
c1ccc(Oc2ccccc2-c2cc(NCCc3cccnc3)n3nccc3n2)cc1,-12,22
COc1ccc(C(=O)NNC(=O)COC(=O)c2sccc2C)cc1,-5,3
Cc1ccc(C(=O)NCC(=O)N(C)CC(=O)Nc2ccccc2Br)s1,-23,-5
CC(=O)C1=C(O)C(=O)N(c2ccc(S(=O)(=O)Nc3nccs3)cc2)C1c1ccc(F)cc1 (stereo not given),-6,2
Cc1cc(C)n2ncc(/C(N)=N/OC(=O)Nc3ccccc3)c2n1,10,-7
COc1ccc([C@H]2/C=C\CN(S(=O)(=O)c3ccc4ccccc4c3)[C@@H](C)C(=O)N2Cc2ccc(F)cc2)cc1,37,-7
CC(=C/c1ccc(C(C)C)cc1)/C=N/NC(=O)Cn1nnnc1N,-4,7
COC(=O)c1ccccc1NC(=O)C/C(C)=N/NC(=O)CC#N,-16,13
Cc1cc(C)cc(OCC(=O)Nc2ccc3c(c2)OCCO3)c1,-8,-5
Cc1ccc(-c2nnc(COc3cccc(-n4cnnn4)c3)o2)cc1,-10,2
CC(=O)Nc1cccc(OCCCNC(=O)c2ccc(F)cc2)c1,-9,10
O=C(Cn1ccc(=O)[nH]c1=O)NCCO,1,1
CC(=O)c1c(C)[nH]c(C(=O)Nc2cccc(S(=O)(=O)N3CCCCC3)c2)c1C,7,-8
CCNS(=O)(=O)c1ccc(CCC(=O)NCc2cccnc2)cc1,11,-4
COc1ccc2[nH]c3nc(SCC(=O)Nc4ccc5c(c4)OCO5)nnc3c2c1,-7,21
CN(C)CCNC(=O)c1cccc(-c2cnc3c(NC=O)cc(-c4ccc(F)cc4)cn23)c1,6,0
CN(CC(=O)Nc1ccc(N2CCOCC2)cc1)C(=O)CCNC(=O)c1ccc(Br)cc1,-8,0
O=C(COC(=O)C1CCN(S(=O)(=O)c2cccs2)CC1)Nc1ccc(F)cc1F,8,-5
COCCCNC(=S)N1CCC(C(=O)c2ccc3c(c2)OCCO3)CC1,-25,2
CN1CCCN(S(=O)(=O)c2cccc(C(F)(F)F)c2)c2nc3ccccc3nc21,-12,5
S=C(Nc1ccccn1)Nc1ccccc1Cl,-5,6
CC(=O)Nc1ccc(-c2ccnc3c2CC(C(=O)Nc2ccc4c(c2)OCO4)O3)cc1 (stereo not given),18,-17
NC(=O)c1nn(-c2ccc(Cl)cc2Cl)c(=O)cc1O,-7,3
O=C(C1CC1)N1CCN(c2ccc(F)cc2)CC1,-7,-1
Cc1nn(C)c2ncc(C(N)=O)c(Oc3ccc(Cl)cc3)c12,-4,10
Cc1ccnc(SCC(=O)N2CCN(c3ccccc3)CC2)n1,11,-6
CC(C)Oc1ccc(C(=O)Nc2ccc([N+](=O)[O-])cc2)cc1,-41,-1
Cc1ccc(S(=O)(=O)N(CC(=O)NCc2ccccc2Cl)C(=O)N2CCN(C)CC2)cc1,1,2

Laid out differently: results already given
Each structure is followed by: TAG inh | TAG inh DAPI viability
> Cc1cc(C)cc(OCC(=O)Nc2ccc3c(c2)OCCO3)c1
→ -8 | -5
> COc1ccc2[nH]c3nc(SCC(=O)Nc4ccc5c(c4)OCO5)nnc3c2c1
→ -7 | 21

Continued:
SMILES,TAG inh,TAG inh DAPI viability
CC1CCc2c(sc3ncnc(NS(=O)(=O)c4cccs4)c23)C1 (stereo not given),9,13
Cc1cc(/C=C(\C#N)C(=O)Nc2ccccc2F)c(C)[nH]1,-4,-3
O=C(NC(=O)c1ccc(Cl)c(Cl)c1)OC1CCS(=O)(=O)C1 (stereo not given),-2,10
Cc1ccc(-c2nn[nH]n2)cc1Cl,4,-4
O=C(O)CCCCCN1C(=O)/C(=C\c2ccc(-c3ccc(Cl)cc3)o2)SC1=S,3,0
OC(COCC1COc2ccccc2O1)CN1CCc2ccccc2C1 (stereo not given),5,-3
CCN1CCC(O)(/C=C/c2ccc(C)cc2)C(C(=O)/C=C/c2ccc(C)cc2)C1 (stereo not given),16,-9
CC1CCN(C(=S)NC(=O)c2ccc(F)cc2)CC1,-5,-7
CN(C)C=Nc1ccc([N+](=O)[O-])c2ccccc12,-2,0
CN1CCN(c2nc(-c3ccccc3)cc(C(F)(F)F)n2)CC1,7,30
NS(=O)(=O)c1ccc(CCNS(=O)(=O)c2ccc(Cl)nc2)cc1,-12,13
COc1ccc(C(=O)NC(=S)NCc2ccco2)cc1,1,-2
O=C(Nc1ccon1)c1cnc2sccn2c1=O,-13,-5
COc1ccc(/C=N\NC(=O)CCN2CCN(c3ccccc3)CC2)cc1OC,19,-3
Cc1noc(C)c1S(=O)(=O)N1CCC(Cc2ccccc2)CC1,-26,-2
COc1ccc2c(C)c(C(=O)NCC(C)O)oc2c1OC (stereo not given),10,4
CCCN(C(=O)c1cc(S(=O)(=O)N(C)c2ccccc2OC)ccc1C)C1CCS(=O)(=O)C1 (stereo not given),10,-7
COc1ccc(C(=O)c2ccccc2)c(OCC(=O)NC2CC2)c1,7,3
Nn1c(SCC(=O)NC2CCS(=O)(=O)C2)nnc1-c1ccco1 (stereo not given),-8,6
O=C(NCc1ccccc1Cl)NC(=O)c1csc([N+](=O)[O-])c1,3,-2

Single values from above.
Value of Nn1c(SCC(=O)NC2CCS(=O)(=O)C2)nnc1-c1ccco1 (stereo not given) in TAG inh DAPI viability: 6
Value of Cc1noc(C)c1S(=O)(=O)N1CCC(Cc2ccccc2)CC1 in TAG inh: -26

Further entries follow:
SMILES,TAG inh,TAG inh DAPI viability
CCCC(C(=O)NCC1CCCO1)N(Cc1ccco1)C(=O)CNS(=O)(=O)c1ccc(F)cc1 (stereo not given),0,-8
Cc1nc2ccc([N+](=O)[O-])cc2[nH]1,1,-8
COc1ccc(CN2C(=O)CCC(C(=O)O)C2c2ccccc2)cc1 (stereo not given),2,0
COc1ccc(/C=C/C(=O)O)cc1S(=O)(=O)N1CCC(Cc2ccccc2)CC1,5,3
CCn1nc(C)c([N+](=O)[O-])c1C(=O)NNC(=O)c1ccccc1Cl,3,-9
CCN(CC)S(=O)(=O)c1ccc(C(=O)NCCN(C)C)cc1,13,-8
CC(C)c1ccc(NC(=O)CSc2nc3ccccc3nc2N2CCCC2)cc1,24,-4
O=C(CCc1ccccc1)NNC(=O)c1ccc(F)cc1,2,-7
O=C(C[n+]1cccc(C(=O)N/N=C/c2ccc(Br)cc2)c1)c1ccccc1,-6,5
COC(=O)c1cccc(C(=O)N2CCCC(CCC(=O)N(C)CCc3ccccn3)C2)c1 (stereo not given),28,-14
CN(Cc1ccccc1)C(=O)c1csc([C@H]2C[C@H](O)[C@@H](CO)O2)n1,2,2
Fc1ccccc1C1c2[nH]c3ccccc3c2CCN1Cc1ccoc1 (stereo not given),-8,11
CCOC(=O)c1c(CN2CCOCC2)n(C)c2cc(Br)c(O)c(CN(C)C)c12,3,-3
CN(CCOc1ccc(Cl)cc1)C(=O)CNS(=O)(=O)c1ccc(N(C)C)c([N+](=O)[O-])c1,-15,-10
CC1SCCN1S(=O)(=O)c1ccc2ccccc2c1 (stereo not given),10,-8
Cc1cc(C)c(NC(=O)c2cc(C(=O)O)ccc2C(=O)O)c([N+](=O)[O-])c1,5,-3
COc1ccc(CC(=O)Oc2ccc(C)cc2Br)cc1S(=O)(=O)N1CCOCC1,8,-8
Cc1ccccc1-n1c(=O)c2ccccc2n2cnnc12,-1,-4
CCN(CC)C(=O)c1[nH]cnc1C(=O)N[C@@H](CCCCNC(=O)OC(C)(C)C)C(=O)OC(C)(C)C,-8,-2
C=CCN(CC=C)C(=O)COC(=O)c1ccc(Sc2ncn[nH]2)c([N+](=O)[O-])c1,5,-9
Cc1cccc(N2CCN(S(=O)(=O)c3cccc4nonc34)CC2C)c1 (stereo not given),7,2
CCN(CC)CCNC(=O)c1cc2c(=O)n(C)c3ccccc3c2n1C,23,9
CN(C)c1ccc(/C=C/C#N)cc1,-9,-1
CCCN(CC(=O)Nc1ccc(F)c(F)c1F)C(=O)CCc1nc2ccccc2c(=O)[nH]1,8,-1
CCn1cc(CN2CCN(Cc3ccc(OC)c(C)c3C)C(CCO)C2)c(C)n1 (stereo not given),1,-9
O=C(C1CCC(Cn2c(=S)[nH]c3ccccc3c2=O)CC1)N1CCN(c2ccccc2)CC1 (stereo not given),-64,4
CCNC(=S)N1CCC(n2cnc3ccccc32)CC1,-25,7
NC(Cc1ccccc1)c1csc(Nc2nccc(C(F)(F)F)n2)n1 (stereo not given),29,-23
Cc1ccc(-n2cnnn2)cc1Cl,5,-6
O=C(c1ccccc1Cl)c1c(O)c2ccccc2oc1=O,11,-3
CCOc1ccc(OCC(=O)Nc2ccc(OC)cc2)cc1,-1,-3
COc1ccc2nc(SCC(=O)N3CCCCC3)c(C#N)cc2c1,-12,9
O=C(O)c1cc(-c2ccc(-c3c(-c4ccc5c(c4)OCO5)noc3-c3ccsc3)cc2)nc2ccccc12,-22,0
COc1ccc(OCC(=O)N(C)Cc2ccccc2)cc1,-1,0
Nc1nc(-c2cccs2)c(CC(=O)O)s1,-9,0
Cc1cc(C(=O)COC(=O)c2cccc(S(=O)(=O)N(C)C)c2)c(C)n1CC1CCCO1 (stereo not given),-6,2
O=C(CN1CCOCC1)Nc1ccc2c(c1)OCCO2,-9,-5
COc1ccc(CNC(=O)c2ccc(CNc3c(NC4CCCCC4)c(=O)c3=O)cc2)cc1,9,-7
Cc1ccc(C(=O)Cn2nnc(-c3ccccc3)n2)cc1,-4,-5
O=[N+]([O-])c1ccc(OC(F)F)c(/C=N/n2cnnc2)c1,-12,6
Cc1[nH][nH]c(=O)c1C=Nc1ccc(C(F)(F)F)cc1,5,-3
O=C(COc1ccc(/C=N/NC(=O)c2ccccc2)cc1)Nc1ccc([N+](=O)[O-])cc1,7,2
CC1C(=O)N2CCCc3cc(NC(=O)COc4ccccc4)cc1c32 (stereo not given),15,-1
Nc1cc(=O)[nH]c(SCC(=O)Nc2ccccc2Sc2ccccc2)n1,15,-4
O/N=C/c1cc(Cl)ccc1OCc1ccccc1Cl,9,-5
Cc1ccccc1OCC(O)COc1ccccc1C,-6,-1
CC(=O)c1c(C)[nH]c(C(=O)OCC(=O)N(Cc2ccccc2)C(C)(C)C)c1C,3,-1
CC1=NN(c2ccc(C)cc2)C(=O)/C1=C\C=C\c1ccccc1,-17,1
COc1ccc(OC)c(S(=O)(=O)NCC(c2ccc(F)cc2)N2CCN(C)CC2)c1 (stereo not given),11,3
CN(C)S(=O)(=O)c1cc(NC2CC(=O)N(c3ccc(F)cc3)C2=O)ccc1Cl (stereo not given),-5,8
COCCN1C(=O)C(=O)/C(=C(/O)c2ccc(S(=O)(=O)N3CCOCC3)cc2)C1c1cccc(Cl)c1 (stereo not given),11,-1
COc1cccc(OCCNS(=O)(=O)c2cccc([N+](=O)[O-])c2)c1,-20,-1
OC12CCCCC1C(c1ccc3c(c1)OCO3)N(Cc1cccc(F)c1)CC2 (stereo not given),16,0
CCc1ccc(OCCOCCN2CCN(C)CC2)cc1,-4,0
CC1CCN(C(=O)COC(=O)c2cc(S(=O)(=O)N3CCOCC3)ccc2Cl)CC1,9,1
CC(Nc1ccc2c(c1)OCCO2)C(=O)N1CCc2ccccc21 (stereo not given),-19,2
CCCCNC(=O)COC(=O)c1ccc(C)c(NC(=O)c2ccco2)c1,-4,3
Cc1ccccc1NC(=S)NCc1cccn1C,-32,14
COCc1ccc(C(=O)N2CCCC(N(C)Cc3ccccc3)C2)s1 (stereo not given),-14,1
c1cnc2ccc(C(c3nnnn3C3CCCC3)N3CCN(c4nc5ccccc5s4)CC3)cc2c1 (stereo not given),23,-15

Part of the list above, reformatted.
O=C(COc1ccc(/C=N/NC(=O)c2ccccc2)cc1)Nc1ccc([N+](=O)[O-])cc1
  TAG inh: 7; TAG inh DAPI viability: 2

OC12CCCCC1C(c1ccc3c(c1)OCO3)N(Cc1cccc(F)c1)CC2 (stereo not given)
  TAG inh: 16; TAG inh DAPI viability: 0

COc1ccc(OC)c(S(=O)(=O)NCC(c2ccc(F)cc2)N2CCN(C)CC2)c1 (stereo not given)
  TAG inh: 11; TAG inh DAPI viability: 3

CCc1ccc(OCCOCCN2CCN(C)CC2)cc1
  TAG inh: -4; TAG inh DAPI viability: 0
